Growth percent in the NCI-60 one-dose screen (48 h, 10 µM unless noted): 100 = growth as untreated, 0 = no growth, -100 = all killed.
SN12C: SN12C renal cancer cells; AID 1794767; 3.8% of 81,000 active
RXF 393: RXF 393 renal cancer cells | 6.9% of 77,000 active | AID 1794773
U251: U251 CNS tumor cells | 5.4% of 80,000 active
UO-31: UO-31 renal cancer | 5.2% of 81,000 active
TK-10: TK-10 renal cancer cells; 3.9% of 81,000 active
786-0: 786-0 renal cancer cells; AID 1794775; 5.1% of 81,000 active
A498: A498 renal cancer cells | AID 1794774 | 5.4% of 76,000 active
CAKI-1: CAKI-1 renal cancer; 4.7% of 75,000 active
ACHN: ACHN renal cancer; 4.9% of 81,000 active
Starred values were filed as active, the others as inactive; / = not tested or not shown; & = joins results of further samples. Rule for the calls: active = growth percent below 10; inactive = the rest. Compounds were not picked by outcome; overall some 12% were active at least once.

SMILES	SN12C	RXF 393	U251	UO-31	TK-10	786-0	A498	CAKI-1	ACHN
C[C@H]1[C@H](C)CC[C@]2(C(=O)N3CCN(C)CC3)CC[C@]3(C)C(=CC[C@@H]4[C@@]5(C)C/C(=C/c6cccnc6)C(=O)C(C)(C)[C@@H]5CC[C@]43C)[C@H]12	-95*	-94*	-96*	-92*	-97*	-85*	-83*	-42*	-94*
COc1cc(OC)c(S(N)(=O)=O)cc1C(=O)/C=C/c1ccccc1	11	-30*	28	34	20	15	/	30	28
COC1=CC(=N/Cl)/C=CC/1=N/Cl	103	109	/	81	106	111	111	110	99
COc1cc(CCn2nnc3c(NCCCCO)ncnc32)cc(OC)c1	102	/	99	86	119	105	89	93	106
COC(=O)CC[C@H](C)[C@H]1CC[C@H]2[C@@H]3CC[C@@H]4CC5(CC[C@]4(C)[C@H]3CC(=O)[C@]12C)Nc1ccccc1NC5=NC(C)(C)C (stereo partly drawn)	88	85	48	89	97	81	64	59	86
Cc1cc(Cl)cc(NS(=O)(=O)c2ccc(-c3cnc(C4CC4)o3)cc2)c1	40	-0.9*	24	44	84	49	/	37	46
COc1cccc(N(CCO)CCO)c1OC	107	125	108	82	109	110	85	96	104
NS(=O)(=O)c1ccc(NC(=O)Nc2nc(-c3ccccc3)cs2)cc1	84	98	94	74	117	95	95	90	86
COC(=O)c1ccc2c(c1)c1c(C)c3ccncc3c(C)c1n2C	36	18	21	12	33	28	-0.2*	13	15
Cc1nc2cccc(NCCCCC(=O)NO)c2c(=O)n1-c1ccccc1	70	49	70	57	37	70	48	56	54
Nc1c(O)cc(S(=O)(=O)O)c2ccccc12	97&96	118&108	98&105	70&80	131&88	102&112	99&80	122&92	98&90
O=C(N/N=C1\c2ccccc2-c2cccc(C(=O)O)c21)c1ccccc1	96	96	100	79	113	97	87	85	95
N#CCCOC(=O)Nc1ccccc1	95	149	105	89	114	99	101	97	100
Cc1oc(-c2ccc(Cl)cc2)cc1C(=O)Nc1nccs1	95	105	97	77	177	98	102	94	102
c1ccc2nc3c(nc2c1)[nH]c1ccccc13	/	98	79	49	98	91	77	65	/
O=C(NC1CCN(c2ccc3nnc(Cl)n3n2)CC1)c1ccccc1	101	104	101	84	98	101	91	89	93
CC(=O)c1sc(/N=C2\NC(=O)/C(=C3/C(=O)N(C)c4ccc(Cl)cc43)S2)nc1C	97	106	114	90	118	107	104	/	104
O=C(NC1CCCCC1)C(c1ccccc1O)N(C(=O)C1CCc2cc(F)ccc2O1)c1ccc(F)cc1F (stereo not drawn)	96	118	93	85	97	97	83	/	100
CCC1CCN(CC)CC1	114	/	/	88	104	111	106	100	108
NC(=O)C(=O)NCCCCCC(=O)Nc1ccccc1	95	104	98	89	89	93	57	87	102
Cc1cc(=O)c2cc(Cl)cc(Br)c2[nH]1	104	114	/	81	97	102	100	92	105
N#C/C(=C\c1ccc(-c2ccc(Cl)cc2)o1)c1ccc(Cl)cc1	30	63	22	-12*	15	-0.4*	82	38	-20*
CCCCOCCOCCOc1ccc(C(=O)OC)cc1	100	117	99	80	125	116	127	93	108
NC1CCC(Nc2nc(NCc3ccc(-c4cccs4)nc3)c3ncn(C4CCCC4)c3n2)CC1 (stereo not drawn)	/	-50*	3.2*	9.5*	5.9*	0.1*	-78*	15	-3.4*
Nc1ncnc2[nH]c(=O)[nH]c12	91	22	98	105	99	102	128	6.8*	99
CC1COc2c(N3CCN(C)CC3)c(F)cc3c(=O)c(C(=O)N/N=C/c4cc[nH]c4)cn1c23 (stereo not drawn)	49	16	-42*	54	88	1.5*	41	48	44
SCc1nc2ccccc2[nH]1	109	69	110	72	126	99	109	/	113
CCCC1OC(C)CC(C)(C)O1 (stereo not drawn)	100	102	97	/	101	/	100	100	99
CC(=O)N(Cc1ccccc1)c1nc2ccc(O)c(CN(C)C)c2s1	99	98	96	77	100	98	66	83	97
CCNc1ccc(/C=C2\C=Cc3ccccc32)cc1	102	/	96	72	128	88	127	/	108

A draw from above in order of heavy-atom count, lowest first:
SMILES	SN12C	RXF 393	U251	UO-31	TK-10	786-0	A498	CAKI-1	ACHN
CCC1CCN(CC)CC1	114	/	/	88	104	111	106	100	108
Nc1ncnc2[nH]c(=O)[nH]c12	91	22	98	105	99	102	128	6.8*	99
Nc1c(O)cc(S(=O)(=O)O)c2ccccc12	97&96	118&108	98&105	70&80	131&88	102&112	99&80	122&92	98&90
c1ccc2nc3c(nc2c1)[nH]c1ccccc13	/	98	79	49	98	91	77	65	/
CCNc1ccc(/C=C2\C=Cc3ccccc32)cc1	102	/	96	72	128	88	127	/	108
N#C/C(=C\c1ccc(-c2ccc(Cl)cc2)o1)c1ccc(Cl)cc1	30	63	22	-12*	15	-0.4*	82	38	-20*
COc1cc(OC)c(S(N)(=O)=O)cc1C(=O)/C=C/c1ccccc1	11	-30*	28	34	20	15	/	30	28
NS(=O)(=O)c1ccc(NC(=O)Nc2nc(-c3ccccc3)cs2)cc1	84	98	94	74	117	95	95	90	86
O=C(NC1CCCCC1)C(c1ccccc1O)N(C(=O)C1CCc2cc(F)ccc2O1)c1ccc(F)cc1F (stereo not drawn)	96	118	93	85	97	97	83	/	100
COC(=O)CC[C@H](C)[C@H]1CC[C@H]2[C@@H]3CC[C@@H]4CC5(CC[C@]4(C)[C@H]3CC(=O)[C@]12C)Nc1ccccc1NC5=NC(C)(C)C (stereo partly drawn)	88	85	48	89	97	81	64	59	86
C[C@H]1[C@H](C)CC[C@]2(C(=O)N3CCN(C)CC3)CC[C@]3(C)C(=CC[C@@H]4[C@@]5(C)C/C(=C/c6cccnc6)C(=O)C(C)(C)[C@@H]5CC[C@]43C)[C@H]12	-95*	-94*	-96*	-92*	-97*	-85*	-83*	-42*	-94*

Remaining list, next part
SMILES	SN12C	RXF 393	U251	UO-31	TK-10	786-0	A498	CAKI-1	ACHN
COc1cccc(C2C(C#N)=C(N)Oc3c2ccc2ccccc32)c1 (stereo not drawn)	24	41	25	43	62	21	45	30	26
O=C(NCc1ccccc1)C(=O)NCc1ccccc1	103	103	100	80	107	102	111	94	98
COc1cccc2[nH]cc(C(=O)C(=O)Nc3cc(C)on3)c12	52	87	106	94	107	88	105	101	113
N#Cc1nc(-c2ccccc2)oc1N1CCN(S(=O)(=O)c2ccccc2)CC1	90	91	84	81	87	88	108	88	91
COC(=O)c1cccc2c(Cl)cc3ccccc3c12	110	92	88	87	102	100	/	80	110
CCOC(=O)c1ccc(C)nc1	101	92	99	100	107	102	92	95	108
CC(=O)Nc1nc2c(s1)Nc1cc(C)c(C)cc1NC2=O	110	/	96	88	88	94	94	100	102
Cc1ccc(C(O)C2CC2)cc1 (stereo not drawn)	102	102	100	89	116	103	87	92	104
O=C(c1ccc(Br)cc1)C1C(c2ccc(Br)cc2)C2CCCN2C12C(=O)Nc1ccccc12 (stereo not drawn)	67	63	72	38	96	77	96	45	74
O=C1C(C2SC(=S)N(C3CCCCCCC3)C2=O)SC(=S)N1C1CCCCCCC1 (stereo not drawn)	96	104	99	85	118	104	106	86	103
CC(C)(C)c1ccccc1[N+](=O)[O-]	105	107	104	86	87	91	86	/	/
COC(=O)[C@@]1(C)CC[C@]2(C)CC[C@]3(C)C4=CC=C5C(=CC(=O)C(O)=C5C)[C@]4(C)[C@@H](O)C[C@@]3(C)[C@@H]2C1	9.9*	-35*	-10*	-57*	18	-30*	101	9.6*	-50*
Nc1ccccc1-c1cc2c(c3c1[nH]c1ccccc13)CCC2	94	105	97	73	103	94	103	85	95
Cc1ccc(CSC2=C(Cl)CN(c3ccccc3)C2=O)cc1	102	120	97	101	130	103	104	94	110
C/C=C(\C)C(=O)O[C@@H]1C2CC3=C4CC(=O)O[C@@H](c5ccoc5)[C@]4(C)CC[C@@H]3[C@@](C)(C2=O)[C@@H]([C@@H](O)C(=O)OC)C1(C)C	97	91	79	96	79	84	62	97	103
Cc1nn(-c2ccccc2)c(N2CCOCC2)c1/C=C/C(=O)c1ccc2c(c1)OCO2	83	86	74	61	/	92	86	/	71
COc1cc(/C=C/C(=O)c2ccc(NC(=O)c3cc4cc5ccccc5nc4s3)cc2)cc(OC)c1OC	104	132	107	90	118	104	111	93	101
CCCCC1(O)CCCCC1	103	99	99	99	94	93	115	96	101
COc1ccc(-c2c(NC(=O)Nc3ccc(F)cc3)cnn2-c2ccc(S(N)(=O)=O)cc2)cc1	107	/	93	89	82	97	104	/	106
Oc1ccc(/C=N\Nc2ccccn2)c(O)c1	24	29	26	-20*	62	-13*	71	-15*	7.0*
CCCSc1nc(Oc2ccc(/C=C3/SC(=O)NC3=O)cc2)c(C#N)c(-c2ccc(OC)cc2)n1	92	105	102	75	117	104	78	101	102
COc1cc(Br)cc(C(=O)N2CCc3ccccc32)c1OC	95	95	96	60	95	98	97	91	101
Cc1ccc(S(=O)(=O)N(CCC(=O)O)c2ccccc2)cc1	109	152	102	106	119	94	81	94	106
CCN1C(=S)N(CC)C2Nn3c(s/c(=C4\C(=O)Nc5ccccc54)c3=O)=NC21 (stereo not drawn)	100	106	103	97	160	107	106	102	102
CCOC1=CC(=[N+]2CCCC2)CC(C)(C)C1	100	101	84	94	133	103	102	96	92
COC(=O)Cc1cc(O)cc2oc(-c3cc(Cl)cc(OC)c3OC)cc(=O)c12	96	124	102	88	112	103	104	91	102
CCCOC(=O)N1CCCCC1	96	108	103	96	93	101	110	101	98
Cc1ccc(N=Nc2c(N)nn3cc(-c4nc5ccccc5s4)c(N)nc23)cc1	98	98	101	95	138	110	76	98	102
CCOC(=O)CCCCSCCCCC(=O)OCC	101	105	95	89	112	104	72	92	97
CNCc1cccc(C)n1	106	124	108	111	103	104	78	104	109

(listing goes on)
SMILES	SN12C	RXF 393	U251	UO-31	TK-10	786-0	A498	CAKI-1	ACHN
O=C(O)/C(=C/c1ccc([N+](=O)[O-])cc1)c1ccccc1	96	99	/	94	106	103	99	87	101
CS(=O)(=O)CC(O)(c1ccccc1)c1ccccn1 (stereo not drawn)	93	90	97	87	112	115	95	99	107
O=C(NCc1cccnc1)c1cc(-c2csc3c(=O)cc(N4CCNCC4)oc23)cc2c1OCCO2	85	106	85	82	100	84	104	82	98
CCCCCCN(C)Cc1ccc(OCCOc2ccc(CN(C)CCCCCC)cc2)cc1	40	-29*	8.0*	-5.8*	32	-73*	/	27	35
Cc1noc(C)c1-c1ccc2nc(NC(=O)[C@H]3CCN(C#N)C3)cn2c1	/	83	94	67	81	79	89	74	65
COc1cc(N2C(=O)C=CC2=O)ccc1N1C(=O)C=CC1=O	105	110	98	87	86	107	75	94	97
CC(=O)NNC(=S)/N=C/C(C(=O)Nc1ccccc1)=C(/C)O	94	98	92	86	119	100	97	94	94
CCOC(=O)C(CSC(c1ccccc1)(c1ccccc1)c1ccccc1)NC(=O)C(CSC(c1ccccc1)(c1ccccc1)c1ccccc1)NC(c1ccccc1)(c1ccccc1)c1ccccc1 (stereo not drawn)	110	97	97	95	118	104	91	87	104
Clc1ccc(Sc2ccc(Cl)cc2)cc1	44	95	75	59	97	85	72	99	97
O=C(COc1cc(Cl)c(Cl)cc1Cl)Nc1cccc(O)c1	107	126	93	94	116	150	128	94	97
COc1ccc2c(c1)c(-c1nn3c(=O)cc(-c4ccccc4)nc3s1)cn2C	45	35	27	38	64	38	4.3*	47	44
O=C(Cn1c2ccccc2c2cnc3[nH]ccc3c21)N1CCOCC1	101	97	100	83	106	103	71	91	97
Nc1nc(-c2ccccc2)nn1-c1nc2ccccc2s1	95	95	97	84	/	100	94	95	96
CC(C)C(=O)Nc1ccc([N+](=O)[O-])c(C(F)(F)F)c1	88&65	104	97&98	72&76	111&95	87&96	96&84	100&69	98
CCN(CC)c1ccc(CCc2ccc(N(CC)CC)c3cccnc23)c2ncccc12	58	90	80	60	94	76	76	69	94
O=c1c2sc3ncc(Cl)cc3c2ncn1-c1ccccc1	106	124	109	96	92	94	110	87	104
Nc1nnc2cc(Cl)ccc2n1	90	/	98	90	136	129	54	112	90
CSc1nn2c(-c3ccc(Cl)cc3)ccnc2c1C#N	82	82	78	77	/	85	94	81	71
COc1cccc(OCC(O)CN2CCN(c3ccc(Cl)cc3)CC2)c1 (stereo not drawn)	99	113	100	87	112	100	96	129	95
CC(=O)c1ccc(Cc2ccc(C(C)=O)cc2)cc1	91	93	86	72	94	91	236	81	101
CCn1c2ccccc2c2cc(C(O)c3cccc4ncccc34)ccc21 (stereo not drawn)	28	41	19	12	55	6.4*	8.7*	43	28
N#C/C(=C\c1ccc(N2CCOCC2)cc1)C(=O)Nc1sc2c(c1C#N)CCCC2	70	61	69	79	96	84	/	77	43
Cc1ccccc1NC(=S)n1c(=O)cc(C)c2ccc(O)cc21	102	119	101	67	110	103	103	87	103
NC1=NC(=O)C(c2ccccc2)(c2ccccc2)S1	106	109	99	74	100	102	106	114	107
Clc1cccc(CSc2ncnc3nc[nH]c23)c1	93	107	93	90	100	97	/	79	99
COc1cc(CNC(=O)Cc2ccccc2[N+](=O)[O-])ccc1OCC(=O)NO	99	116	106	83	122	106	/	90	103
CCCCC(NC(=O)CN1C(=O)/C(=C/C(C)=C/c2ccccc2)SC1=S)C(=O)O (stereo not drawn)	95	105	110	83	104	104	68	89	97
CCOC(=O)/C(O)=C(/C=N/C(=S)Nc1c(CC)cccc1CC)C(=O)OCC	98	107	100	79	102	95	98	94	92
CC(Cc1ccccc1)NN (stereo not drawn)	106	103	102	78	107	110	/	98	99
COC(CCN(C)Cc1ccccc1)N1CCCC1=O (stereo not drawn)	92	97	107	85	97	105	111	94	93
Cc1cccc(Nc2ncnc3c2cnn3-c2cccc(F)c2)c1	100	80	100	68	119	102	94	75	97

Compound activity deposited in PubChem BioAssay by NCI.
